# Screening data (PubChem)
# Caspase-1 inhib: caspase-1 (human) inhibition, allosteric or competitive; Caspase-1 enzyme, Ac-WEHD-AFC fluorogenic rate; P29466; Potency, µM (titrated, usually from 57.5 µM), for the others: at the top dose activity change, negative = inhibition, most hits filed as inhibitors; 75,000 compounds, 0.03% hits;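 note: potency is the fitted concentration of half-maximal effect; plate controls were vehicle for no effect and no substrate for full effect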
# Tau filament bind: binds recombinant human tau filaments | P10636 | recombinant tau filaments, thioflavin S fluorescence, 15 h; filaments grown with octadecylsulfate alongside compound | Potency, µM (doses to about 57.1 µM), for the others: at the top dose activity change, negative = inhibition | 71,000 compounds, 2% hits | AID 596;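 note: potency is the fitted concentration of half-maximal effect; % is set by controls: 0 for no effect and ±100 for the full control effect; actives lower thioflavin S fluorescence by blocking filaments or displacing dye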
#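 Recombinant tau protein (human, 1 uM final) plus 30 uM ODS in HEPES pH 7.4 with NaCl, DTT and thioflavine S. Compound present from the start; fluorescence at 510 nm after 15 h, 37 C.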
# HEK293 cAMP ctrl: counter-screen for TSHR agonists: cAMP increase in parental HEK293 | parental HEK293 CNG cAMP sensor, membrane potential fluorescence | Potency, µM (top dose mostly 57.1 µM), inactives show at the top dose activation, actives largely listed as activators | 73,000 compounds, 2.5% hits | AID 938; note: potency is the fitted concentration of half-maximal effect; % of control where 0% means no effect; nearly all actives have a fitted effect of over 55% in size
#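 Parental HEK 293 cells stably expressing a modified CNG channel (no TSHR) report cAMP rise as membrane depolarization. Membrane potential dye with 100 uM RO 20-1724 was loaded for 60 min at room temperature, then compound added for 30 min; fluorescence read at 590 nm.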
# Caspase-7 inhib: blocks human caspase-7 allosterically or competitively; 75,000 compounds, 0.02% hits; Potency, µM (titrated, usually from 57.5 µM), inactives show at the highest dose activity change, negative = inhibition, actives largely listed as inhibitors; P55210; recombinant caspase-7, Ac-DEVD-AFC fluorescence rate; active = well fitted inhibition curve with a large enough effect in the main read-out, with a control signal flat, not every such curve was filed as active; inconclusive = small, poorly fitted or top-dose-only effect, or a change in a side signal; note: potency is the fitted concentration of half-maximal effect; % of control where 0% means no effect
# BRCT PPI green: inhibitors of human BRCA1 BRCT-phosphoprotein interaction (green fluorophore) | P38398 | BRCA1 BRCT-phosphopeptide binding, green fluorescence polarization | Potency, µM (doses to about 76.9 µM), for the others: top-dose activity change, negative = inhibition, actives largely listed as inhibitors | 75,000 compounds, 0.05% hits;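 note: potency is the fitted concentration of half-maximal effect; plate controls were peptide without protein for full effect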
#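 Fluorescence polarization: His-tagged BRCT (~35 kDa BRCA1 C-terminus, 250 nM) bound to 100 nM fluorescein-labeled phosphorylated 10-aa BACH1 peptide, pH 7.3 phosphate buffer with DTT and Tween 20. Compounds incubated 12 min at room temperature; inhibition read as lowered polarization.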
# CRE-bla Fsk: modulators of forskolin-stimulated CRE signaling in CHO cells; CHO CRE-bla reporter (cAMP response element driving beta-lactamase), forskolin EC10, beta-lactamase ratio; Potency, µM (series often up to 38.2 µM), inactives show top-dose activity change, negative = inhibition, most hits filed as activators; 71,000 compounds, 2.5% hits; AID 662; active = well fitted activation curve with a large enough effect in the signal ratio, with a control signal flat, not every such curve was filed as active; inconclusive = small, poorly fitted or top-dose-only effect, or effect the other way, or a change in a side signal; the % refers to the signal ratio; note: potency is the fitted concentration of half-maximal effect; % of control where 0% means no effect
#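 Forskolin analogue NKH 477 at EC10 stimulated CRE-driven beta-lactamase in CHO cells alongside compound dilution series. Beta-lactamase was measured with CCF4, excitation 405 nm, emission ratio 460/530 nm.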
# USP2a inh: blocks human ubiquitin-specific protease USP2a. 60,000 compounds, 0.1% hits. USP2a enzymatic assay, qHTS inhibition. Potency, µM (doses to about 38.3 µM), inactives show at the top dose activity change, negative = inhibition, hits mostly inhibitors. AID 927;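 note: potency is the fitted concentration of half-maximal effect; nearly all actives have a fitted effect of over 60% in size; plate controls were DMSO for no effect and NEM full inhibition control for full effect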
# Target sequence (O75604 whole entry, looked up): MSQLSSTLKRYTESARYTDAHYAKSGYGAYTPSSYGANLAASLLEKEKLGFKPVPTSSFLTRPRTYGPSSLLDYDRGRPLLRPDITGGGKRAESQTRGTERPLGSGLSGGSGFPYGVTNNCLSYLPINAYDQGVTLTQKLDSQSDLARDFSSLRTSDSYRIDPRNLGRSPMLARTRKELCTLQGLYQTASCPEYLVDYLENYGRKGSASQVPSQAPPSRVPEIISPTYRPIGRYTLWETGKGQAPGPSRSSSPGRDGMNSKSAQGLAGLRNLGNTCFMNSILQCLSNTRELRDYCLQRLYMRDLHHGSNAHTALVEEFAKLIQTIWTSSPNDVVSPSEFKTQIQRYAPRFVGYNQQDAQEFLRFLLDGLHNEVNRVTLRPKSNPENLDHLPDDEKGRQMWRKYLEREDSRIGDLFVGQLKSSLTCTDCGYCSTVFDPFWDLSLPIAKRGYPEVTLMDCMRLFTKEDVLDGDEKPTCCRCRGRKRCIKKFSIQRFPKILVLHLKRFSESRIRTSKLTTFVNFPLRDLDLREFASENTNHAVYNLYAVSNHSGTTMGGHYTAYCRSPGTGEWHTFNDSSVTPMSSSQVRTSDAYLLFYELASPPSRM
#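 USP2 core (20nM final) preincubated 30 min RT with compound, then Ub-PLA2 20nM and NBD C6-HPC 20uM final added; buffer 20mM Tris-HCl pH 8.0, 2mM CaCl2. Fluorescence Ex 460/Em 535 read at 0 and 2.5 h; normalized to NEM.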
# BRCT PPI red: BRCT-phosphoprotein interaction inhibition (red fluorophore); AID 892; Potency, µM (doses to about 76.9 µM), without a hit: at the top dose activity change, negative = inhibition, most hits filed as inhibitors; BRCT-phosphopeptide binding, red fluorescence polarization; 75,000 compounds, 0.03% hits; P38398; note: % is set by controls: 0 for no effect and ±100 for the full control effect
#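 Rhodamine-labelled pBACH1 10-mer (100 nM) bound to BRCT domain (100 nM) at pH 7.3; compounds incubated 12 min room temperature, polarization read. Free peptide defines full inhibition; unlabelled decapeptide titrated as control.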
# FLuc inh: blocks Photinus pyralis firefly luciferase activity | Potency, µM (doses to about 57.1 µM), for inactives: at the highest dose activity change, negative = inhibition, most hits filed as inhibitors | P08659 | purified firefly luciferase, luminescence, 8 min | 72,000 compounds, 2.2% hits; note: potency is the fitted concentration of half-maximal effect; % is set by controls: 0 for no effect and ±100 for the full control effect; nearly all actives have a fitted effect of over 40% in size
# Target sequence (P08659 whole entry, looked up): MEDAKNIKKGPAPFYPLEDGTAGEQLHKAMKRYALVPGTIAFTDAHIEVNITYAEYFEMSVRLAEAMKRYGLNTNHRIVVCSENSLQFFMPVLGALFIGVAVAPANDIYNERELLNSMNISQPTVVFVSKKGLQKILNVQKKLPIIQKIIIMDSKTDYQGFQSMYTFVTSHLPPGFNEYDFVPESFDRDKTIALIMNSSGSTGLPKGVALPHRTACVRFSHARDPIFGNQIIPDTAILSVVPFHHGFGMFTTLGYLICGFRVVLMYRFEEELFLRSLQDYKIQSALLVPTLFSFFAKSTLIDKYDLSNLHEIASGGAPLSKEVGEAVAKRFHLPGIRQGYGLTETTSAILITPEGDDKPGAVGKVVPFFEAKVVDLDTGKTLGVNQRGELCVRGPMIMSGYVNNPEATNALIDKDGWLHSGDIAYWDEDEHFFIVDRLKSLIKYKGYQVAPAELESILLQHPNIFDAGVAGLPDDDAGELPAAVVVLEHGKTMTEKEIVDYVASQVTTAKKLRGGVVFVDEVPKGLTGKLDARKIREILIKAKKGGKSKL
#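 qHTS concentration-response profiling: light output of P. pyralis luciferase with luciferin and 10 uM ATP, imidazole buffer pH 7.2. Read by luminescence after 8-min room-temperature incubation.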
# A350 autofl: A350 region autofluorescence; 59,000 compounds, 11% hits; AID 590; max dye-equivalent concentration, M; Compound autofluorescence, 340/450 nm, Alexa 350 dye-equivalents; hits give high values; in the data active = max dye-equivalent concentration above about 10 nM; inconclusive = mostly about 1.1 nM to 9.6 nM
# ERK AVP inh: vasopressin-driven ERK pathway inhibition; 72,000 compounds, 0.99% hits; HEK293-V1b, vasopressin-stimulated pERK AlphaScreen; AID 995; Potency, µM (highest dose often 57.5 µM), for inactives: top-dose activity, negative = inhibition, most hits filed as inhibitors; note: potency is the fitted concentration of half-maximal effect; % is set by controls: 0 for no effect and ±100 for the full control effect; nearly all actives have a fitted effect of over 55% in size
#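 HEK293 cells stably expressing V1b receptor, preincubated 30 min at 37 °C with compound, then stimulated 5 min with 25 nM vasopressin. Phospho-ERK by AlphaScreen SureFire after 5 h RT; normalized to DMSO and vasopressin; AC50 by Hill fit.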
# Starred values were filed as active, the others as inactive; i = inactive; ? = inconclusive; . = no result given; [ ] = another dose, or the depositor's remark. Unless noted, calls come from the whole dose curve; as a rule, active = well fitted curve in the direction sought with a large enough effect; inconclusive = small, poorly fitted or top-dose-only effect, or another doubt; inactive = no such curve, though single readings can be large; an effect the other way counts as inactive or inconclusive.
[1] Cc1nc2ccc3[nH]snc3c2n1
[2] O=C(OCC1CCCN2CCCCC12)c1ccc2c(c1)OCO2 (stereo unspecified)
[3] O=C(CCn1nc(-c2ccccc2)ccc1=O)NCCCN1CCCCCC1
[4] COc1ccccc1CN1C(=O)CCC1(C)C(=O)NCc1cccnc1 (stereo unspecified)
[5] CN1CCN(C(=O)c2c(O)c3cccc4c3n(c2=O)CC4)CC1
[6] CCn1c(SCc2nc(-c3ccc(OC)c(OC)c3)no2)nnc1-c1cccs1
[7] Cc1ccccc1N(CC(=O)NC1CCCC1)C(=O)CS(=O)CC(=O)Nc1ccc2c(c1)OCO2 (stereo unspecified)
[8] CCCn1c(SCC(=O)N2CCN(c3ccc(OC)cc3)CC2)nc2c1c(=O)n(C)c(=O)n2C
Screen / compound no. | 1 | 2 | 3 | 4 | 5 | 6 | 7 | 8
Caspase-1 inhib | -12% | 0% | 2% | -1% | -4% | -1% | 2% | 2%
Tau filament bind | -16% | -6% | 36% | -24% | 8% | 1% | -1% | -4%
HEK293 cAMP ctrl | 7% | 15% | 7% | 3% | 1% | 9% | 1% | 3%
Caspase-7 inhib | -14% | 1% | 2% | 0% | -1% | -2% | 0% | -5%
BRCT PPI green | -0.1% | -1.8% | -0.2% | -1.0% | 0.7% | 0.2% | -1.8% | 0.4%
CRE-bla Fsk | -12% | 1% | -17% | ? | -4% | ? | -16% | ?
USP2a inh | 2% | . | 7% | -2% | . | 12% | 8% | 42%[activator]
BRCT PPI red | -0.8% | 1.7% | 0.0% | 1.6% | 0.9% | -1.1% | 0.9% | -0.7%
FLuc inh | -3% | -3% | 3% | 1% | 0% | -9% | 0% | 0%
A350 autofl | . | i | i | 1.3e-08M* | i | ? | i | i
ERK AVP inh | 5% | -15% | 9% | -2% | 4% | -29% | -24% | 6%

[9] COc1ccc2[nH]c(=O)c(CN(C)C(=O)c3ccncc3)cc2c1
[10] CCCC(c1nnnn1Cc1ccc(OC)cc1)N1CCN(c2ccccc2OC)CC1 (stereo unspecified)
[11] O=C(O)CCNC(=O)c1ccc(Br)o1
[12] COc1ccc(-n2c(=O)[nH]cc(C(=O)Nc3ccc(NC(C)=O)cc3)c2=O)cc1
[13] CN(C)/C=N/c1c(C#N)nnn1Cc1ccccc1
[14] Cc1nc2cc(C(=O)NCCN3CCOCC3)ccc2n1-c1ccc(F)cc1F
[15] COc1cc(NC(=O)CS(=O)(=O)c2ccc(C)cc2)cc(OC)c1OC
[16] CCN1CCN(Cc2ccc(NC(=O)Nc3ccc(OC)cc3)cc2)CC1
Screen / compound no. | 9 | 10 | 11 | 12 | 13 | 14 | 15 | 16
Caspase-1 inhib | -2% | 2% | -1% | 2% | 2% | -1% | 0% | 1%
Tau filament bind | -21% | -8% | -10% | -2% | 2% | 4% | 4% | 6%
HEK293 cAMP ctrl | -13% | 25µM* | 9% | 0% | -5% | 5% | 4% | 5%
Caspase-7 inhib | -1% | 0% | 1% | 2% | 0% | -1% | -1% | -1%
BRCT PPI green | 0.7% | -0.1% | -0.5% | -0.6% | 1.1% | 1.0% | -1.4% | -0.9%
CRE-bla Fsk | 14% | 1% | 4% | ? | 8% | ? | 1% | -7%
USP2a inh | -1% | -4% | -4% | 3% | 5% | 7% | -9% | .
BRCT PPI red | 0.6% | -0.2% | -0.4% | -1.8% | -0.7% | 0.8% | -0.9% | 0.3%
FLuc inh | 2% | 2% | 2% | 0% | 2% | 3% | 1% | -15%
A350 autofl | 1.8e-07M* | i | i | ? | i | i | i | .
ERK AVP inh | -12% | 6% | -5% | -1% | 25% | 2% | 24% | -28%

# Continued (three carried over from the part before).
[14] Cc1nc2cc(C(=O)NCCN3CCOCC3)ccc2n1-c1ccc(F)cc1F
[15] COc1cc(NC(=O)CS(=O)(=O)c2ccc(C)cc2)cc(OC)c1OC
[16] CCN1CCN(Cc2ccc(NC(=O)Nc3ccc(OC)cc3)cc2)CC1
[17] Cc1ccc(SCCNC(=O)CN2C(=O)c3ccccc3S2(=O)=O)cc1
[18] CCCC(=O)NC(C)C(c1cccs1)N1CCN(C)CC1 (stereo unspecified)
[19] O=C(NC1CCCCC1)c1ccc(S(=O)(=O)NCc2ccco2)cc1
[20] Cc1cccc2[nH]c(-c3ccc(NC(=O)c4ccco4)cc3)nc12
[21] CN(C)S(=O)(=O)c1ccc(C(=O)N2CCCC2c2nc3ccccc3s2)cc1 (stereo unspecified)
[22] O=C(CSc1nc2c([nH]c3ccccc32)c(=O)n1-c1cccc(Cl)c1)N1CCOCC1
[23] C=CCOc1cccc(C2/C(=C(/O)c3ccc(Cl)cc3)C(=O)C(=O)N2CCN2CCOCC2)c1 (stereo unspecified)
[24] Cc1noc(/C=C/c2ccco2)c1S(=O)(=O)N1CCC(C(=O)N2CCc3ccccc3C2)CC1
Screen / compound no. | 14 | 15 | 16 | 17 | 18 | 19 | 20 | 21 | 22 | 23 | 24
Caspase-1 inhib | -1% | 0% | 1% | -2% | -1% | -1% | ? | 0% | -1% | -2% | -4%
Tau filament bind | 4% | 4% | 6% | ? | 0% | 2% | 386% | 0% | i | -3% | -16%
HEK293 cAMP ctrl | 5% | 4% | 5% | 7% | 5% | ? | 3% | 5% | 22% | 10% | 6%
Caspase-7 inhib | -1% | -1% | -1% | 0% | 0% | -1% | -7% | -2% | 0% | -3% | -6%
BRCT PPI green | 1.0% | -1.4% | -0.9% | -1.3% | -1.6% | -4.9% | -1.6% | -0.8% | -2.1% | -0.2% | 4.3%
CRE-bla Fsk | ? | 1% | -7% | -8% | 19% | ? | 12% | 1% | ? | -16% | 4%
USP2a inh | 7% | -9% | . | 17% | -6% | 7% | 7% | -3% | . | 24% | 58%[activator]
BRCT PPI red | 0.8% | -0.9% | 0.3% | -2.5% | 0.2% | 0.9% | -0.8% | 0.1% | -0.6% | -1.4% | 1.3%
FLuc inh | 3% | 1% | -15% | 2% | -1% | 0% | 16µM* | 2% | 0% | -2% | 0%
A350 autofl | i | i | . | ? | ? | i | 5.7e-08M* | ? | . | i | ?
ERK AVP inh | 2% | 24% | -28% | 7.9µM* | -17% | -8% | 11% | -4% | . | -4% | 15%

[25] Cn1c(=O)n(-c2cccc(Cl)c2)c(=O)n1C
[26] O=C(Nc1ccc(F)cc1Cl)c1ccc2c(=O)n3c(nc2c1)CCCCC3
[27] O=C1CN=C(Nc2cccc(C(F)(F)F)c2)N1C1CCCC1
[28] COc1cccc(-c2nn(C)c3sc(C(=O)NCc4ccc(C)o4)cc23)c1
[29] Cc1nonc1NC(=O)CSc1nnc(-c2ccoc2C)n1CC(C)C
[30] O=C(NCc1nnc(SCC(=O)N2CCCC2)o1)c1c(F)cccc1Cl
[31] c1ccc(-c2ccc(OCCOCCn3cncn3)cc2)cc1
[32] Cc1cc(C(=O)Nc2ccc3c(c2)OCCO3)co1
Screen / compound no. | 25 | 26 | 27 | 28 | 29 | 30 | 31 | 32
Caspase-1 inhib | 0% | 0% | 2% | -6% | 0% | 3% | 1% | -1%
Tau filament bind | 6% | 39% | -1% | 42% | -8% | 8% | 59% | .
HEK293 cAMP ctrl | 4% | 5% | -11% | 20% | 13% | 3% | 19% | -5%
Caspase-7 inhib | 0% | 2% | 0% | -4% | 0% | -1% | -1% | 0%
BRCT PPI green | -1.7% | -1.8% | -0.5% | 0.0% | -1.0% | -0.8% | 0.6% | -0.8%
CRE-bla Fsk | 2% | 5% | -20% | 6.3µM* | -2% | 1% | 9% | .
USP2a inh | 1% | 4% | 0% | 23% | 10% | 0% | -18% | .
BRCT PPI red | -0.3% | 1.1% | -1.0% | 0.8% | 0.2% | -2.0% | 0.2% | -0.7%
FLuc inh | 2% | -1% | 0% | -5% | 0% | 1% | 13µM* | .
A350 autofl | i | i | i | ? | i | i | i | .
ERK AVP inh | -14% | 4% | -15% | 25% | -11% | -5% | -15% | .

[33] O=C(NCCN1CCOCC1)c1cn(CCc2ccccc2)nn1
[34] O=C(O)c1ccc2[nH]c3c(c2c1)CSCC3
[35] CCOC(=O)c1cccc(NC(=O)c2cnc3ccccc3n2)c1
[36] CC12CCC(c3c(C(=O)O)nn(-c4ccccc4)c31)C2(C)C (stereo unspecified)
Screen / compound no. | 33 | 34 | 35 | 36
Caspase-1 inhib | -4% | -14% | -2% | 2%
Tau filament bind | 9% | 17% | 25µM* | -10%
HEK293 cAMP ctrl | 3% | -6% | -20% | 12%
Caspase-7 inhib | 3% | -16% | 0% | 0%
BRCT PPI green | -0.2% | -1.5% | 0.6% | -2.9%
CRE-bla Fsk | -2% | 1% | 27% | 4%
USP2a inh | 3% | -4% | 14% | -13%
BRCT PPI red | 0.5% | -2.3% | 1.0% | 0.0%
FLuc inh | 0% | 5% | -5% | -4%
A350 autofl | ? | ? | i | i
ERK AVP inh | -10% | -15% | 5% | 7%
